Compound activity (PubChem)
TPT1 inhibitor: Candida albicans TPT1 enzyme inhibitors, primary screen, biochemical, fluorescence polarization. AID 1962, 2009. inhibition, % at 5 µM. recombinant caTPT1, FP RNA substrate dephosphorylation. 0.81% of 300,000 active;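 active = inhibition above the mean of all tested compounds plus 3 SD, set per screening campaign, cut at about 24% in these data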;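 also: plate controls were DMSO alone for no effect and ferristatin control at 100 nM for full effect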
Fam108B counter: mouse Fam108B serine hydrolase inhibitors, primary screen, counter-screen for RBBP9 inhibitor project, biochemical, fluorescence polarization | recombinant Fam108B, FP-Rh probe fluorescence polarization | inhibition, % at 9.51 µM | 0.33% of 300,000 active | AID 1947, 2009;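 active = inhibition above the screen mean inhibition plus 3 SD, computed separately per campaign, cut at about 18% in these data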;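 also: inhibitors lower polarization as less probe binds the enzyme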
GLD-1 TGE inh: GLD-1/TGE RNA complex disruptors, primary screen, biochemical, fluorescence polarization. purified GLD-1 + fluorescein TGE RNA. inhibition, % at 5.96 µM. 0.44% of 320,000 active. AID 2280, 2010;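 active = percent inhibition above a per-plate cutoff, the plate mean of test compounds plus 3 SD, cut at about 30% in these data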;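 also: 0% = DMSO wells with GLD-1 and probe and 100% = wells lacking GLD-1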
MEX-5 binding: MEX-5 zinc finger RNA-binding disruptors – biochemical, C. elegans, fluorescence polarization, MLPCN library, primary screen | Zinc finger protein mex-5 (Caenorhabditis elegans), Q9XUB2 | MEX-5/FITC-TCR2 RNA binding; hits give low values | activity score (negative = inhibition of binding), % at 10 µM | 0.38% of 300,000 active | AID 1832, 2009;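 active = inhibition past about -25% in most replicates, and total fluorescence under double the plate's negative control median, limit read from the data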;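 also: 0% = DMSO and -100% = 5 µM competing unlabeled TCR2 RNA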
GSTO1 inh: inhibitors of recombinant GSTO1, primary screen, counter-screen for RBBP9 inhibitor project, biochemical, fluorescence polarization; AID 1974, 2009; activity-based probe fluorescence polarization; Glutathione S-transferase omega-1 (Homo sapiens), P78417; 1.1% of 300,000 active; inhibition, % at 5.96 µM;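 active = inhibition above the campaign mean inhibition plus 3 SD, cut at about 35% in these data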;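 also: 0% = GSTO1-1 with DMSO and 100% = wells lacking GSTO1-1 enzyme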
PAD4 inh: human PAD4 inhibitors, primary screen, biochemical, fluorescence polarization, 1536-well format. recombinant PAD4, RCA probe fluorescence polarization. 0.41% of 330,000 active. AID 485272, 2010. Protein-arginine deiminase type-4 (Homo sapiens), Q9UM07. inhibition, % at 6.36 µM;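 active = percent inhibition above a cutoff equal to the mean of all tested compounds plus 3 SD, cut at about 15% in these data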;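 also: 0% = PAD4 with RCA probe and DMSO and 100% = probe without PAD4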
PME-1 inh: PME-1 inhibitors via competitive probe labeling, primary screen, biochemical, fluorescence polarization, FP-Rh probe, HTS; 0.53% of 320,000 active; recombinant PME-1; inhibition, % at 5.9 µM;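 active = inhibition above the campaign mean of all compounds plus 3 SD, cut at about 26% in these data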;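 also: competitive labeling of PME-1 active site by serine hydrolase directed probe; 0% = PME-1 with DMSO and 100% = wells lacking PME-1 enzyme; inhibitors block probe labeling so polarization falls and inhibition rises; many of its hits are not listed in these tables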
MCL1 BIM primary: inhibitors of MCL1 binding to BIM-BH3, primary screen, biochemical, fluorescence polarization; AID 2057, 2009; 0.68% of 320,000 active; inhibition, % at 10.9 µM; GST-MCL1 / FITC-Bim-BH3 fluorescence polarization; Induced myeloid leukemia cell differentiation protein Mcl-1 (Homo sapiens), Q07820;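 active = inhibition above the mean inhibition of all tested compounds plus 3 SD, set per campaign, cut at about 40% in these data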;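 also: 0% = DMSO wells and 100% = unlabeled Bim-BH3 peptide control; higher means more loss of mP so more displacement of Bim peptide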
Target sequence (Q07820 whole entry, looked up): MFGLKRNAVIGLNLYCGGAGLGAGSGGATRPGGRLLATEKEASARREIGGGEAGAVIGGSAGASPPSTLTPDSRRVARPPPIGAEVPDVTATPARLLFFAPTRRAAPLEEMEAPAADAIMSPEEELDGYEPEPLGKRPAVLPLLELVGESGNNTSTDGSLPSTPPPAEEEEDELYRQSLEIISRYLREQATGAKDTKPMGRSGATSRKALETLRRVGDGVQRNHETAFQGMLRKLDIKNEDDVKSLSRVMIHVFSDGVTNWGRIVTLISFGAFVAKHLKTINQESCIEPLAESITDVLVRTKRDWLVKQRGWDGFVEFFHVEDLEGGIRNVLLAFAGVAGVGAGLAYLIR
BCLXL inh: inhibitors of human Bcl-xL, primary screen, biochemical, fluorescence polarization, HTS. GST-Bcl-xL / FITC-Bim BH3 peptide fluorescence polarization. inhibition, % at 10.9 µM. 0.7% of 320,000 active. AID 2129, 2009;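 active = inhibition above the mean of all tested compounds plus 3 SD, cutoff set per campaign, cut at about 30% in these data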;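 also: 0% = DMSO wells and 100% = unlabeled Bim-BH3 peptide competitor; inhibitors lower millipolarization by displacing the labeled peptide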
An asterisk follows results filed as active; & = joins results of further samples. An excerpt; count on the stated rates, not on these rows.

SMILES	TPT1 inhibitor	Fam108B counter	GLD-1 TGE inh	MEX-5 binding	GSTO1 inh	PAD4 inh	PME-1 inh	MCL1 BIM primary	BCLXL inh
CC[C@@H]1C(=O)OC[C@@H]1Cc1cncn1C	0&0	-1&4	6&4	2.1&1.5	-1&-1	-2&0	-4&-2	-3&0	-1&2
